Screening data as filed in PubChem.
proKLK7 act: activates the human kallikrein-7 zymogen; P49862; purified proKLK7, EDANS-DABCYL substrate fluorescence; 100% is mature enzyme control, 0% vehicle; activation, % at 7 µM; 370,000 compounds, 0.9% hits;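 active means activation above the mean of all tested compounds plus 3 SD, computed per campaign excluding outliers beyond control limits, cut at about 13% in these data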
GC-B act: GC-B (human) receptor activation; P20594; HEK293-GC-B cells, CNP EC30, cGMP TR-FRET; 0% at EC30 CNP, 100% saturating CNP; activation, % at 10 µM; 370,000 compounds, 0.11% hits;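 active means activation at 10 µM reaching about 35% in either raw or pattern-adjusted values, limit read from the data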
ADAM10 inh: ADAM10 inhibition, QFRET primary screen; O14672; recombinant ADAM10, EDANS/DABCYL FRET peptide cleavage, 3 h; inhibition, % at 7 µM; 370,000 compounds, 0.62% hits; AID 720582;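 active means inhibition above a per-campaign cutoff equal to the mean of compounds falling between control-based bounds plus 3 SD, cut at about 20% in these data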;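 further: 0% = DMSO wells while the 100% control is not disclosed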
Target sequence (O14672 214-748 limits assumed): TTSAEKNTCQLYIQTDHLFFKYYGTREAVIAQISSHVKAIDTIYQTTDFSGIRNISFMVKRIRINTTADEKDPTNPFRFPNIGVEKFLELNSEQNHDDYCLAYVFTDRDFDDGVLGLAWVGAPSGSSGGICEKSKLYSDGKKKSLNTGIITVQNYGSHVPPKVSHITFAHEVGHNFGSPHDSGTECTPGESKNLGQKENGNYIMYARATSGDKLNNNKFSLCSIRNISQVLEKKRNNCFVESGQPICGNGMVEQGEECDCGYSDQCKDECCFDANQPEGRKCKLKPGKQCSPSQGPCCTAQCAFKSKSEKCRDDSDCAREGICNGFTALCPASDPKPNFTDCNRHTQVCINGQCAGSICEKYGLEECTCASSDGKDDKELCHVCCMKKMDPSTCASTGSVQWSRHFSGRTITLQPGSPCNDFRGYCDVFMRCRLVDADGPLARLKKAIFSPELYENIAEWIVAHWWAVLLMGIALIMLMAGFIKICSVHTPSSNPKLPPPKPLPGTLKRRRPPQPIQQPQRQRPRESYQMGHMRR
ARFGAP1 inh: inhibits rat ARF GTPase activating protein 1; Q62848; Arfgap1-stimulated ARF1 GTP hydrolysis, GDP FP detection; inhibition, % at 16.5 µM; 360,000 compounds, 0.26% hits;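 active means inhibition above a per-plate limit, mean inhibition of low control wells plus 3 SD, cut at about 25% in these data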;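 further: 0% = DMSO wells with enzyme and 100% = wells lacking Arfgap1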
Target sequence (Q62848 1-136 limits assumed): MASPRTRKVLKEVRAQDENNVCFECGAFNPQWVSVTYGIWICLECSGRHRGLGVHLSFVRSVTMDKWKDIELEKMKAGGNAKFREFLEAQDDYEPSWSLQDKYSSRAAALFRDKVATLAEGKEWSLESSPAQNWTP
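Replicates: Single well per compound | Assay system: Truncated rat Arfgap1 GAP domain | Control set: No-Arfgap1 wells (100%) versus DMSO full-reaction wells (0%) | Times: Enzyme reaction 120 min at 25 °C after 20 min preincubation | Reagent: Human ARF1(Δ1-17)-GTP substrate | Measured by: Tracer-displacement fluorescence polarization with EDTA stop, 620/688 nm | Measure: Percent inhibition of Arfgap1-stimulated GTP hydrolysis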
GC-A act: GC-A (human) enzyme activation. HEK293 GC-A cells, cGMP TR-FRET, EC30 ANP; 0% at EC30 ANP, 100% saturating ANP. activation, % at 10 µM. P16066. 370,000 compounds, 0.14% hits. AID 1671463; in the data active means activation above about 40%
ASAP1 inh: blocks human ASAP1-stimulated Arf1 GTP hydrolysis; Q9ULH1; GDP FP detection; inhibition, % at 16.5 µM; 360,000 compounds, 0.19% hits; in the data active means inhibition above about 25%;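 further: 0% = vehicle with enzyme and substrate and 100% = no enzyme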
Target sequence (Q9ULH1 325-724 limits assumed): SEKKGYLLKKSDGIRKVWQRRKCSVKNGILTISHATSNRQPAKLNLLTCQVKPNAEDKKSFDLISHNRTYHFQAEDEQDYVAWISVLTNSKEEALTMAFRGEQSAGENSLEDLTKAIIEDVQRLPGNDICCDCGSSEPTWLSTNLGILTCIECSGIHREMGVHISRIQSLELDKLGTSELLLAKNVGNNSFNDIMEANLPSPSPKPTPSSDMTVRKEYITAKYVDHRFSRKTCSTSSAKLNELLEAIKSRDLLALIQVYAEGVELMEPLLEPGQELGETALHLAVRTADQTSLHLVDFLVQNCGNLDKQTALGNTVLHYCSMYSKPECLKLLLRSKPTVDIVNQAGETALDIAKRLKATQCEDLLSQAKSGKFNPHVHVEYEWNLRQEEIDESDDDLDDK
rCAG RNA binder: molecules binding r(CAG) RNA repeats. r(CAG) RNA repeat, TO-PRO-1 dye displacement fluorescence. inhibition, % at 3 µM. 370,000 compounds, 1.3% hits. AID 651821;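 active means inhibition above the plate cutoff, the mean of all test compounds on that plate plus 3 SD, cut at about 35% in these data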;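 further: 0% = DMSO alone and 100% = 100 µM mitoxantrone as full dye displacement; higher means more dye released from RNA so lower well fluorescence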
sPLA2-III inh: Inhibits HGIII-sPLA2 liposome hydrolysis, primary screen; Q9NZ20; QFRET BODIPY PC-A2 liposome hydrolysis, fluorescence; inhibition, % at 12.2 µM; 370,000 compounds, 0.56% hits;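 active means inhibition above mean plus 3 SD of compounds lying within the high and low control bounds, cut at about 19% in these data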;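 further: 0% = median of test compound wells and 100% = no enzyme DMSO wells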
FXN GAA850 act: activators of GAA850 frataxin (FXN) promoter; HEK293 lucGAA850 FXN promoter luciferase reporter, 24 h; percent of 10 µM SAHA response; activation, % at 6 µM; 360,000 compounds, 0.56% hits;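 active means activation above the average of all compounds screened plus 3 SD, cutoff fixed separately per campaign, cut at about 7.5% in these data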;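 further: 0% = DMSO wells and 100% = 10 µM SAHA wells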
DDE Tn6 FP inh: DD(E)-Tn6 binding inhibition, primary FP screen; AID 720509; Fibrin DD(E) TRITC-Tn6 fluorescence polarization displacement; inhibition, % at 8.3 µM; P02675; 370,000 compounds, 0.21% hits;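 active means inhibition above a per-campaign cutoff: mean of compounds within control limits plus 3 SD, cut at about 15% in these data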;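 further: 0% = median of all compound wells on the plate and 100% = blocking peptide control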
Numbers without * were called inactive; i = inactive; nt = not tested or not shown.

SMILES	proKLK7 act	GC-B act	ADAM10 inh	ARFGAP1 inh	GC-A act	ASAP1 inh	rCAG RNA binder	sPLA2-III inh	FXN GAA850 act	DDE Tn6 FP inh
C/C(=N\NC(=O)c1ccoc1C)c1ccccc1O	-0.6	1.0	6.3	4.9	5.4	10.7	-0.1	7.0	2.5	-5.6
COc1ccc(-c2cc(C(=O)NCCN3CCOCC3)c3ccccc3n2)c(OC)c1	0.4	-2.9	-27.3	1.1	3.4	2.5	-2.4	3.9	-1.0	-0.3
CCCCCc1c(Cc2ccccc2)ncn1CCc1ccccc1OC	-0.1	-10.5	4.0	-5.8	-21.6	-11.8	-1.1	-13.7	nt	3.8
O=C(CSc1nc2ccccc2c(=O)n1-c1ccc(F)cc1)Nc1cc(S(=O)(=O)N2CCOCC2)ccc1Cl	-0.7	3.7	6.5	7.1	-2.8	-2.2	9.5	-4.8	-13.1	-6.7
CCOc1ccc(CNC(=O)CCCc2cn(C)c3ccccc23)cc1OC	0.3	4.6	-5.0	7.7	25.5	-9.4	0.3	1.8	-0.9	-4.3
COc1ccc(C(=O)N(CCc2ccccc2)Cc2ccccc2)cc1S(=O)(=O)N1CCOCC1	0.3	5.5	-2.8	0.8	1.7	8.4	-7.8	-5.1	-1.0	2.1
C(=C\c1ccccc1)/CN1CCN(C(c2cc3ccccc3o2)c2nnnn2C2CCCCC2)CC1 (stereo not drawn)	-0.3	2.5	-6.0	12.2	0.0	7.0	4.8	0.8	nt	7.0
COc1cccc(/C=N/NC(=O)c2cnn(-c3ccccc3)c2N)c1	-0.2	1.2	0.9	8.1	1.4	4.9	-4.9	1.0	5.3	-8.3
O=C(CCCOc1ccccc1)NCc1ccco1	0.0	5.3	0.3	6.2	1.1	3.6	4.5	5.2	2.0	5.3
Cc1ccc(NC(=O)Cn2c(CCC(=O)O)ccc2-c2ccc(Cl)cc2)cc1	0.3	5.0	-23.3	14.7	0.0	11.8	25.9	-39.0	0.8	-2.1
CCOC(=O)c1ccc(-n2c(-c3ccco3)nc3ccccc3c2=O)cc1	-0.4	4.0	-2.7	6.4	-0.8	-8.2	-2.4	-4.4	2.9	2.9
c1ccc(CNc2ncnc3nc[nH]c23)cc1	0.1	-0.5	3.9	-4.3	4.7	-7.4	2.5	-3.5	-0.9	-1.0
CCc1ccc(N2CC(C(=O)OCC(=O)NC3CCS(=O)(=O)C3)CC2=O)cc1 (stereo not drawn)	-0.9	7.1	-10.8	7.7	-0.7	-0.8	-2.5	3.6	-2.2	4.5
COc1ccc2cc(C(=O)C3CCCN(C(=O)c4cncs4)C3)ccc2c1 (stereo not drawn)	-6.8	-2.7	i	2.0	-0.8	-4.9	-3.9	-4.2	2.9	-4.9
Cc1ccc(N2C(=O)C3CCCN3C2=S)cc1C (stereo not drawn)	-0.4	2.0	7.0	0.4	3.7	8.0	-2.3	-84.7	1.5	13.0
CC(=O)Nc1ccc(N=Cc2ccc(OCc3ccccc3)cc2)cc1	0.0	-0.8	-6.8	8.7	1.4	16.0	4.0	6.2	3.3	2.9
CN1CCC(N[C@@H](Cc2c[nH]c3ccccc23)C(=O)NCC(c2ccccc2)c2ccccc2)(C(=O)NC2CCCCC2)CC1	nt	-26.2	10.6	nt	-26.9	nt	nt	-46.0	nt	-0.2
CC(OC(=O)c1nsc(Cl)c1Cl)C(=O)NC(C)(C)C (stereo not drawn)	0.6	6.1	1.6	3.1	-1.0	13.2	0.6	2.8	-1.6	-4.2
CCCN(C(=O)c1cc(C)ccc1C)c1c(N)n(Cc2ccccc2)c(=O)[nH]c1=O	0.1	4.3	1.6	-17.7	-0.8	-12.2	3.3	-3.1	-0.2	-3.1
Cc1nccc(-c2sc(-c3cccs3)nc2C)n1	41.1*	-2.6	i	-4.5	6.5	-1.3	1.3	-1.2	3.0	-1.6
Brc1ccc2ncc3ccccc3c2c1	0.1	-4.3	-8.1	-6.0	-1.8	-2.9	1.2	-4.2	-0.2	1.7
CCCCSCCCNC(=O)Nc1ccc(CC)cc1	0.0	-6.3	19.1	-2.6	0.8	11.5	-4.5	2.4	-1.3	-6.9
C=CCN(c1ccc(C(=O)N2CCN(c3ccc(F)cc3)CC2)cc1)S(C)(=O)=O	0.1	4.2	2.3	-5.9	-6.8	2.0	-3.5	-11.3	1.2	4.2
C[C@@H]1CN([C@H](C)CO)C(=O)CCCn2nncc2CO[C@H]1CN(C)Cc1ccncc1	-0.5	-2.8	3.1	6.0	1.9	-8.4	1.6	2.3	0.2	-10.8
COC(=O)c1ccc(NC(=O)c2cc[n+](Cc3ccccc3)cc2)cc1	-0.1	0.9	-1.6	5.8	1.4	4.4	5.9	-1.1	0.8	3.9
N#Cc1nc(-c2ccccc2)oc1N1CCC(C(N)=O)CC1	3.2	-4.0	i	13.1	-2.8	1.3	5.7	-3.9	1.1	6.2
CCOC(=O)CN(C(=O)COc1nc(C)cc(C)c1C#N)c1ccc(Cl)cc1	0.5	-12.2	-10.5	-2.4	-12.7	8.5	-8.1	-0.4	-3.0	1.9
CCOc1ccc2ncc(S(=O)(=O)c3ccccc3)c(N3CCN(c4ccccc4)CC3)c2c1	0.1	0.2	5.3	-8.8	-6.1	-7.4	-0.8	0.7	2.4	0.8
O=C(NCCCn1ccnc1)c1cc(-c2cccs2)on1	0.2	0.2	0.3	4.4	2.4	12.0	3.2	-4.1	41.4*	-2.2
CSc1nc(-c2ccc(N(C)C)cc2)c(C#N)c(=O)n1C	-8.6	0.5	-5.7	-2.1	-1.4	4.7	4.2	6.1	4.2	0.9
Cc1ccc(CN2C(=O)C3CCCN3c3ncccc32)cc1 (stereo not drawn)	0.3	6.1	-9.7	5.0	4.4	-3.4	9.6	-6.9	0.6	2.6
CCOc1ccc(/C=C2\CCc3ccccc3C2=O)cc1	0.5	4.1	5.5	18.4	3.4	9.3	-2.1	0.2	0.5	-3.3
COc1ccc(N2CCN(C(=O)C3CCN(S(=O)(=O)c4cccs4)CC3)CC2)cc1	0.1	4.5	2.5	-2.4	4.0	-9.5	-3.3	-3.5	-0.7	1.1
O=S(=O)(N/N=C\C=C\c1ccccc1)c1ccc(Br)cc1	-0.5	2.9	6.8	6.1	2.4	8.5	20.5	-6.2	-0.7	5.8
Cc1cccn2c(=O)nc(SCC(=O)N3CC(C)OC(C)C3)nc12 (stereo not drawn)	0.6	0.0	-29.5	8.2	2.6	7.6	-3.3	-1.2	0.9	7.3
COCCNC(=O)CN(Cc1ccccc1)C(=O)CCC(=O)Nc1nccs1	0.5	-0.5	-6.7	-7.6	2.7	15.5	-2.6	-1.1	0.1	0.7
Cc1noc(NS(=O)(=O)c2ccc(NC(=O)/C=C/c3ccccc3)cc2)c1C	-0.7	-0.2	3.3	-5.8	-1.3	-10.7	38.9*	-32.7	0.4	-4.9
COc1cccc(CN2CCC2(C)C(=O)Nc2cccc3cccnc23)c1F (stereo not drawn)	-0.3	7.0	-9.6	6.5	-3.6	3.9	2.2	4.9	-1.6	-4.1
CCN(CC(=O)Nc1ccc(NC(C)=O)cc1)C(=O)COc1ccc2ccccc2c1	-0.3	-4.5	-2.1	-0.6	-0.3	-3.4	1.6	-1.3	-0.3	-4.1
Cc1ccc(/C=N/NC(=O)NC2CCCCC2)o1	0.3	-5.7	-4.5	8.5	2.7	7.3	0.0	-5.0	6.8	-4.2

Arranged by length of the SMILES (lowest first): some entries from above
SMILES	proKLK7 act	GC-B act	ADAM10 inh	ARFGAP1 inh	GC-A act	ASAP1 inh	rCAG RNA binder	sPLA2-III inh	FXN GAA850 act	DDE Tn6 FP inh
CSc1nc(-c2ccc(N(C)C)cc2)c(C#N)c(=O)n1C	-8.6	0.5	-5.7	-2.1	-1.4	4.7	4.2	6.1	4.2	0.9
O=S(=O)(N/N=C\C=C\c1ccccc1)c1ccc(Br)cc1	-0.5	2.9	6.8	6.1	2.4	8.5	20.5	-6.2	-0.7	5.8
CCN(CC(=O)Nc1ccc(NC(C)=O)cc1)C(=O)COc1ccc2ccccc2c1	-0.3	-4.5	-2.1	-0.6	-0.3	-3.4	1.6	-1.3	-0.3	-4.1
C[C@@H]1CN([C@H](C)CO)C(=O)CCCn2nncc2CO[C@H]1CN(C)Cc1ccncc1	-0.5	-2.8	3.1	6.0	1.9	-8.4	1.6	2.3	0.2	-10.8

Carrying on:
SMILES	proKLK7 act	GC-B act	ADAM10 inh	ARFGAP1 inh	GC-A act	ASAP1 inh	rCAG RNA binder	sPLA2-III inh	FXN GAA850 act	DDE Tn6 FP inh
Cc1ccc2[nH]c(=O)c(CC(=O)O)c(-c3ccccc3)c2c1	-0.1	1.1	-41.0	12.6	4.8	-4.2	0.9	-2.4	2.1	4.5
Cc1c(C(=O)NCc2ccccc2)sc(=O)n1Cc1ccccc1F	-0.6	-4.9	-3.8	-15.4	-1.0	1.2	-0.5	-5.2	1.0	4.3
CC(C)(C)c1cc[n+](C2=C([O-])c3ccccc3C(=O)/C2=N\S(=O)(=O)c2ccccc2)cc1	0.1	1.6	2.5	-9.0	0.2	6.7	2.6	-1.4	-5.2	-4.0
CCOc1ccc(NC(=O)c2cccnc2Cl)c([N+](=O)[O-])c1	0.0	-0.8	-2.1	-5.3	0.0	-5.6	-1.2	16.1	-3.5	-1.1
Cn1c(=O)[nH]c(=O)c2c1nc(SCC(=O)Nc1ccccc1)n2Cc1ccccc1	-0.1	10.3	-10.6	4.0	19.5	12.7	4.7	5.4	0.0	-4.8
O=C(NCc1ccccc1Cl)c1ccc(S(=O)(=O)NCc2ccco2)cc1	-0.3	-5.1	1.9	7.6	-2.5	5.6	-2.3	-13.4	0.1	2.8
COC(=O)c1c(C)c(C)nc(N)c1C#N	33.8*	-0.9	i	-8.7	-1.9	-19.9	-1.6	-2.1	1.7	-1.0
O=C(CCn1c(=S)[nH]c2cc3c(cc2c1=O)OCO3)NCc1ccccc1Cl	0.0	-2.4	4.2	-6.1	-3.2	-5.3	2.8	7.8	-2.0	-3.8
CC(C)(C)c1ccc(C(=O)OCC(=O)Nc2sc3c(c2C#N)CCC3)cc1	-0.1	-1.3	-8.6	-10.2	-0.8	-9.4	1.9	9.0	4.4	4.0
CC1CCN(CC(=O)Nc2ccccc2Sc2ccccc2)CC1	0.3	-3.4	6.1	-3.8	-2.5	-21.2	-6.8	-0.3	0.2	-2.6
CN(Cc1nc2ccccc2c(=O)[nH]1)C(=O)c1ccc(NC(=O)CSc2nnnn2C)cc1	-0.2	-2.7	-9.7	-12.6	0.1	-11.8	1.4	3.8	0.7	-5.1
COc1ccc(Cc2nnc(SCC(=O)Nc3c(C)cccc3C)[nH]c2=O)cc1	-0.1	1.9	-1.8	6.9	-0.8	4.0	7.5	-9.4	0.5	-1.5
Oc1ccc2ccccc2c1CN1CCN(c2ccccc2F)CC1	-0.5	-4.0	-28.3	-18.3	-3.3	4.2	1.8	-2.7	3.0	-0.4
CSc1ccc(/C=N/NC(=O)c2cccs2)cc1	1.6	-1.3	-18.3	2.6	-2.3	-3.3	2.0	-6.8	2.8	-13.3

An unsorted share of the library; about 4.5% have a hit in one of these screens.
